UPR CHOP act: activators of apoptotic CHOP UPR arm, primary screen, cell-based, CHO-CHOP luciferase reporter, luminescence, uHTS; 330,000 compounds, 0.34% hits; UPR activation; percent of tunicamycin response over DMSO baseline; activation, % at 10 µM;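 active = at 10 µM dose, activation of 40% or more, normalized to positive control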;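 note: 100% = tunicamycin at 10 µg/mL and 0% = DMSO alone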
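measured by = luciferase luminescence | assay system = CHO-CHOP cells, stable luciferase reporter of PERK-eIF2a-CHOP signalling | amount = 500 reporter cells seeded per well | timing = 6 h compound exposure at 37 °C after overnight seeding | controls = positive tunicamycin 10 µg/mL, negative DMSO alone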
tim23-1 inh: growth inhibitors of tim23-1 mutant yeast, primary screen, luminescence, uHTS; AID 463212, 2010; inhibition, % at 20 µM; S. cerevisiae tim23-1 growth, BacTiter-Glo luminescence, 24 h; 330,000 compounds, 1.3% hits;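 active = growth inhibition of the mutant yeast at or above 50%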;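 note: temperature-sensitive mutant grown at 25 °C; plate controls were DMSO-treated mutant yeast for no effect and medium wells lacking yeast for full effect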
Mdm2 MdmX PPI: inhibitors of human Mdm2-MdmX association, primary screen, cell-based, luminescence, split luciferase, SaOS-2, uHTS | SaOS-2 split-luciferase Mdm2/MdmX complementation | inhibition, % at 8 µM | Protein Mdm4 (Homo sapiens) + E3 ubiquitin-protein ligase Mdm2 (Homo sapiens), … | 330,000 compounds, 3% hits;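 active = inhibition of at least 50% at 8 µM in the primary screen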
Target sequence (O15151 whole entry, looked up): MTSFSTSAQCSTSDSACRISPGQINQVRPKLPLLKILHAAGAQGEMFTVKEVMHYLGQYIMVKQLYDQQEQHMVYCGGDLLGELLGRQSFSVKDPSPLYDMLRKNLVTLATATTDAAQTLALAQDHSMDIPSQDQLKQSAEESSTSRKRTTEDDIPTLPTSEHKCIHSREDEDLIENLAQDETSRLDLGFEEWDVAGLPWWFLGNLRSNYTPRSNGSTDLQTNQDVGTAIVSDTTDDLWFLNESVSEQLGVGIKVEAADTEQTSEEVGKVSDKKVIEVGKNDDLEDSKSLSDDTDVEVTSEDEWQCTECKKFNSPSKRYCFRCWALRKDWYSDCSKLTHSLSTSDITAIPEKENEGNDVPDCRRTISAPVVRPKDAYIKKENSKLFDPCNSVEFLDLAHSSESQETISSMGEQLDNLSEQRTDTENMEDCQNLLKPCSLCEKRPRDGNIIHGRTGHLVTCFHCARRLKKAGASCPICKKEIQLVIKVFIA
Target sequence (Q00987 whole entry, looked up): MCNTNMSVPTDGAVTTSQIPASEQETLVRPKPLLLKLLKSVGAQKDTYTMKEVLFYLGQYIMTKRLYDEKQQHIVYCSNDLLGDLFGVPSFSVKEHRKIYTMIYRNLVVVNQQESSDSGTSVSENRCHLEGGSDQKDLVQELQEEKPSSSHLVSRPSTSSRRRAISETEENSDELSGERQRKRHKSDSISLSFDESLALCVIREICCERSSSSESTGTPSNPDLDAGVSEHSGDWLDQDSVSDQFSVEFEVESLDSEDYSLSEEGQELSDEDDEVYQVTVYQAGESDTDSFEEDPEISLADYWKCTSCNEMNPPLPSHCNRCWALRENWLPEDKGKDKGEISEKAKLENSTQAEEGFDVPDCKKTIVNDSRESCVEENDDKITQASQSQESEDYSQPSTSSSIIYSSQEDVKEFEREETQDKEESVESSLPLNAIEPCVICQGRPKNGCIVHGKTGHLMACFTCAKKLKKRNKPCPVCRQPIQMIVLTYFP
UPR XBP1 act: activators of adaptive XBP1 UPR arm, primary screen, cell-based, CHO-XBP1 luciferase reporter, luminescence, uHTS. IRE1-XBP1 UPR activation; percent of tunicamycin response, DMSO as zero. 330,000 compounds, 0.33% hits. activation, % at 20 µM. AID 463104, 2010;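 active = versus positive control, 20 µM dose yields 30% or more activation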;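 note: 100% = tunicamycin at 10 µg/mL and 0% = DMSO only wells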
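Material: CHO cell line with stable XBP1 luciferase reporter; schedule: 16-18 h cell attachment at 37 °C, then 6 h compound exposure; signal: glow luminescence from Steady-Glo reagent; medium: serum-containing F12 medium, 10% FBS; benchmarks: tunicamycin 10 µg/mL and vehicle-only wells; read-out: percent activation relative to tunicamycin reference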
NALP3 yeast inh: NALP3 inflammasome inhibitors in reconstituted yeast, primary screen, luminescence, uHTS. Yeast reconstituted NLRP3/ASC/caspase-1, beta-gal luminescence, 24 h. 330,000 compounds, 0.39% hits. inhibition, % at 10 µM;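 active = inhibition of 50% or more; inactive = inhibition below 50%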;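 note: plate controls were induced DMSO wells for no effect and uninduced yeast grown without galactose for full effect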
GRIN3A LBD mod: binders of NR3A ligand-binding domain, primary screen, biophysical, differential scanning fluorimetry, uHTS. NR3A LBD differential scanning fluorimetry, Tm shift; 0% = protein alone, 100% = glycine-bound protein. 340,000 compounds, 2.5% hits. Tm shift relative to glycine control, % at 25 µM;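 active = melting temperature shift of at least 10% of the positive control shift, at one fixed dose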
tim10-1 inh: growth inhibitors of tim10-1 mutant yeast, primary screen, luminescence, uHTS. inhibition, % at 20 µM. 330,000 compounds, 2.2% hits. AID 463190, 2010. S. cerevisiae tim10-1 ts strain growth, BacTiter-Glo, 24 h;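 active = inhibition of at least 40%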;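 note: mutant grown at 25 °C; 0% = DMSO wells with yeast and 100% = wells holding no yeast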
TIM10 inh: growth inhibitors of isogenic TIM10 control yeast, primary screen, counter-screen for tim10-1 yeast inhibitor project, luminescence, uHTS; AID 463195, 2010; S. cerevisiae TIM10 strain growth, BacTiter-Glo luminescence, 24 h; 330,000 compounds, 1.4% hits; inhibition, % at 10 µM;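 active = inhibition of 40% or more at the single tested concentration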;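 note: wild-type TIM10 isogenic control strain grown at permissive 25 °C; 0% = DMSO yeast wells and 100% = minimal medium wells without yeast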
APJ agonist: agonists of human apelin receptor APJ, primary screen, CHO-K1 cells, PathHunter beta-arrestin, luminescence | activation, % at 20 µM | AID 2520, 2010 | 0% DMSO wells, 100% apelin | 330,000 compounds, 0.11% hits | P35414;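 active = activation more than six SD over the plate average, tested at 20 µM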;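 note: 0% = DMSO alone and 100% = apelin-13 at 10 nM; some results filed as inactive read as strong as hits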
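Assay system: engineered CHO-K1 APJ arrestin reporter cells; Amount: 1000 CHO-K1 reporter cells seeded per well; Dosing: one dose, 20 µM compound, 1% DMSO; Times: compound stimulation 90 min at 25 °C, detection 60 min; Measured by: luminescent beta-gal fragment complementation, chemiluminescent substrate; Read-out: APJ–arrestin association signal; Controls: DMSO vs Apelin-13 10 nM.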
The depositor's hits bear a star; . = no result given.

Molecule	UPR CHOP act	tim23-1 inh	Mdm2 MdmX PPI	UPR XBP1 act	NALP3 yeast inh	GRIN3A LBD mod	tim10-1 inh	TIM10 inh	APJ agonist
NC(=O)CC(NC(=O)c1ccccc1)c1ccc(N2CCC(N3CCCC3)CC2)c([N+](=O)[O-])c1 (centres undefined)	-1.5	13	-3	1	5	0	8	14	2
O=C(NCCN1C(=O)S/C(=C\c2ccc(Cl)c(Cl)c2)C1=O)C1COc2ccccc2O1 (centres undefined)	-0.7	26	8	-1	2	1	13	-63	1
CC1CCc2nc(N)c(C#N)c(-c3cccnc3)c2C1 (centres undefined)	-2.3	11	84*	3	8	2	30	10	-3
COCc1cc(C)nc2sc(C(=O)Nc3ccccc3OC)c(N)c12	3.9	21	-5	0	20	1	15	14	-2
CC1(C)CC(=O)C(C=NCCN2CCN(C(=O)CCl)CC2)=C(O)C1	1.0	-4	-1	-1	20	2	14	9	0
CCc1ccc(CN(C(=O)COc2c(C)cccc2C)C2CCS(=O)(=O)C2)cc1 (centres undefined)	1.4	20	-10	1	14	0	35	1	-4
O=C(/C=C/c1ccc2c(c1)OCO2)N1CCN(c2n[nH]c(=O)[nH]c2=O)CC1	0.7	5	-28	0	21	0	-14	4	-4
O=C(/C=C/c1ccccc1)Nc1ccc(N2CCCCC2)cc1	6.6	0	-2	10	7	-2	-7	-3	.
O=C(O)c1ccc(N2C(=O)c3[nH]nc(-c4ccccc4)c3C2c2ccccc2)cc1 (centres undefined)	-2.3	7	9	0	4	-4	5	1	-3
O=C(CCNC(=O)c1ccccc1)Nc1ccc(S(=O)(=O)Nc2ncccn2)cc1	-1.5	2	14	-2	14	6	-12	0	-2
COc1ccc(Oc2nc(C(F)(F)F)nc3ccccc23)cc1	0.2	36	13	-4	23	23*	24	13	-3
CCCCNC(=O)CNC(=O)c1nn(-c2ccc(OC)cc2OC)c(=O)c2ccccc12	-2.9	-4	-2	-6	-9	1	-3	-12	-4

Single records, as listed above. Values in the order: UPR CHOP act	tim23-1 inh	Mdm2 MdmX PPI	UPR XBP1 act	NALP3 yeast inh	GRIN3A LBD mod	tim10-1 inh	TIM10 inh	APJ agonist
`O=C(/C=C/c1ccccc1)Nc1ccc(N2CCCCC2)cc1` across the screens: 6.6	0	-2	10	7	-2	-7	-3	.
`COCc1cc(C)nc2sc(C(=O)Nc3ccccc3OC)c(N)c12` across the screens: 3.9	21	-5	0	20	1	15	14	-2

Continuation.
Molecule	UPR CHOP act	tim23-1 inh	Mdm2 MdmX PPI	UPR XBP1 act	NALP3 yeast inh	GRIN3A LBD mod	tim10-1 inh	TIM10 inh	APJ agonist
Cc1cc(NC(=O)CN2CCN(C)CC2)no1	-1.0	9	28	-1	-8	-1	1	1	-1
CC(NC(=O)CCl)c1ccc(Cl)c(Cl)c1 (centres undefined)	3.2	28	26	-1	6	0	28	12	-2
N/C(=N\OC(=O)c1ccco1)c1ccccn1	2.4	-1	8	-3	-16	0	5	8	4
Cc1cnc(C(=O)N2CCN(S(=O)(=O)c3cccc(Br)c3)CC2)cn1	-0.3	12	9	4	13	-1	7	-2	-3
Cn1c(=O)cc(N2CCOCC2)[nH]c1=O	17	7	1	-1	4	0	1	-4	2
CCc1nc(N2CCN(C(=O)c3ccco3)CC2)c2c3c(sc2n1)CCCC3	0.1	3	29	2	-1	-4	9	4	-17
Cc1ccc(OC(C)C(=O)N(C)c2ccccc2)c([N+](=O)[O-])n1 (centres undefined)	-3.2	-3	26	-1	7	1	-7	9	-1
Cc1nc(-c2ccc(F)cc2)c(CC(=O)N(C)CC(=O)Nc2c(C)cccc2C)s1	-0.2	-3	16	1	-4	0	20	-2	9
CCC(C)N1CCN(S(=O)(=O)Cc2ccccc2)CC1 (centres undefined)	0.7	3	-1	3	7	-4	-5	-9	-1
CN1CCN(C(=O)c2ccc(CSc3nc4ccncc4n3Cc3ccc(F)cc3)cc2)CC1	0.2	4	24	-1	8	2	-8	-6	-3
COc1ccc(/C=N/NC(=S)Nc2cccc(C(=O)O)c2)cc1OC	0.4	11	33	-3	15	-8	4	1	-1
CC(=O)Nc1ccc(S(=O)(=O)NCC2CCC(C(=O)NC(C)c3ccc4c(c3)OCCO4)CC2)cc1 (centres undefined)	3.5	13	10	-2	18	.	11	14	-2

Look-ups from the entries so far:
Mdm2 MdmX PPI, CN1CCN(C(=O)c2ccc(CSc3nc4ccncc4n3Cc3ccc(F)cc3)cc2)CC1 is entered as 24
TIM10 inh, N/C(=N\OC(=O)c1ccco1)c1ccccn1 is entered as 8

Continued.
Molecule	UPR CHOP act	tim23-1 inh	Mdm2 MdmX PPI	UPR XBP1 act	NALP3 yeast inh	GRIN3A LBD mod	tim10-1 inh	TIM10 inh	APJ agonist
Cc1ccc(C=Nc2ccccc2C(N)=O)o1	2.7	6	-60	1	1	0	4	11	-13
COC(=O)c1c(-c2c(Cl)cccc2Cl)noc1C(=O)NNC(=O)N(C)C	-2.1	12	13	-1	3	1	-8	-6	-4
CCOC(=O)Cn1c(-c2cccnc2Cl)nc2cc(Cl)c(Cl)cc21	-1.1	24	-9	1	24	-4	-28	6	-5
Nc1cccc(-c2nnc3n2CCCCC3)c1	-1.6	5	-36	-1	2	-2	1	-5	2
O=C(CN1C(=O)c2cccnc2Oc2ccc(Cl)cc21)NCCCc1ccccc1	-0.2	26	28	-6	8	-2	36	5	5
Cc1ccc(S(=O)(=O)N/N=C/c2c(F)cccc2Cl)cc1	-3.5	41	-2	-3	-13	-1	25	17	-5
NC(=O)COc1ccc(/C=N\NC(=O)CC(=O)NCCc2ccccc2)cc1	1.9	-5	3	4	9	0	-6	12	-4
NC(=O)C(F)(F)C12OC3C4C5CC(C6C5C3C61)C42 (centres undefined)	-1.1	-2	5	1	10	-1	-3	3	-2
OCc1ccccc1CNCc1ccccc1	-1.7	-10	2	5	18	2	-16	-1	-4
CN(C)S(=O)(=O)c1ccc(Cl)c(NC(=O)CN2CCC(Cc3ccccc3)CC2)c1	0.0	-18	20	4	3	-1	-45	-22	-3
Fc1ccccc1NC(=S)N(CCN1CCCCCC1)Cc1cccs1	1.0	26	3	1	-5	-2	26	21	0
CCNc1nc(Oc2ccc(C#N)cc2)cc(C(F)(F)F)n1	-0.4	10	17	1	14	1	7	5	-2

Molecule	UPR CHOP act	tim23-1 inh	Mdm2 MdmX PPI	UPR XBP1 act	NALP3 yeast inh	GRIN3A LBD mod	tim10-1 inh	TIM10 inh	APJ agonist
CCOC(=O)Cn1c(CCC(=O)O)ccc1-c1ccc(F)cc1	-1.0	-14	-1	-2	-2	0	-10	8	-2
Cc1cc(C)c(NC(=O)CSc2nnnn2-c2cccnc2)c(C)c1	1.9	-4	-3	0	-5	-2	-14	5	0
Cc1ccccc1N1CC(C(=O)Nc2nnc(SCCN3CCOCC3)s2)CC1=O (centres undefined)	-1.7	4	4	-3	-1	-1	7	-5	0
COc1ccc(CNC(=O)C(C)OC(=O)c2cccc(N(C)C)c2)cc1 (centres undefined)	1.4	16	10	-5	11	1	-9	-4	0
C=C(C)C(=O)OCC(=O)NCc1ccccc1	0.8	1	29	3	8	1	11	6	-2
COc1ccccc1CNC(=O)CN(C)S(=O)(=O)c1ccc2c(c1)n(C)c(=O)c(=O)n2C	0.1	9	33	-1	10	2	16	-10	-2
CCn1c(=O)c(CCC(=O)N2CCOCC2)c(C)c2c(C)nn(-c3ccccc3)c21	1.6	36	62*	-1	10	1	18	5	3
Cc1cccc(NC(=O)CS(=O)(=O)c2c[nH]c3ccccc23)c1C	-0.8	2	19	-1	-7	1	14	13	6
CC1CN(CCCCOc2ccc(C(C)C)cc2)CC(C)O1 (centres undefined)	2.9	-12	4	4	13	5	-30	-34	-1
COc1ccccc1NC(=O)N1CCN(Cc2ccc3c(c2)OCO3)CC1	-1.5	7	-3	1	9	0	-1	-11	-3
CC1=C(C(=O)OCc2ccc3c(c2)OCO3)C(c2ccccc2)NC(=O)N1 (centres undefined)	-2.5	18	87*	-2	9	-6	22	22	4
Cc1ccc(-c2csc(NC(=O)c3ccc4c(=O)n5c(nc4c3)CCCCC5)n2)cc1	8.7	15	46	3	19	-4	-7	15	-5

Molecule	UPR CHOP act	tim23-1 inh	Mdm2 MdmX PPI	UPR XBP1 act	NALP3 yeast inh	GRIN3A LBD mod	tim10-1 inh	TIM10 inh	APJ agonist
Cc1ccc(CSC2=CS(=O)(=O)c3ccccc3N2)cc1	1.4	25	5	2	9	-7	11	15	-2
S=C(NCCCN1CCOCC1)N1CCN(c2nc(-c3ccc(Cl)cc3)cs2)CC1	6.7	27	62*	28	8	-15	17	30	4
CC1(C)CC(=O)c2cn3nc(C(F)(F)F)nc3nc2C1	-0.7	22	-8	0	-1	-5	19	15	-5
CCCN1C(=O)C(Cc2nc3ccccc3c(=O)n2-c2ccccc2)c2cc(C)ccc21 (centres undefined)	-1.3	40	11	-1	-5	6	13	22	-5
COC(=O)Cn1c(CN2CCOCC2)nc2c1c(=O)[nH]c(=O)n2C	-1.1	10	15	0	13	0	9	-11	-3
CCOc1ccc(NC(=O)c2c3c(nc4ccccc24)CCC3)cc1	1.0	-5	18	4	11	-2	-11	-6	-2
